From PubChem
B2AR arrestin = qHTS assay of beta-arrestin-biased ligands of beta2-adrenergic receptor; Beta-2 adrenergic receptor (Homo sapiens), P07550; beta-arrestin recruitment to beta2AR, cell-based reporter; Potency, µM (top dose mostly 46.1 µM), inactives show at the highest dose activation, actives largely listed as activators; actives 0.02% (n = 330,000); AID 492947, 2010;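 further: potency means the concentration at half of the fitted maximal effect; 0% = DMSO controls and full agonism = EC100 isoproterenol or metaproterenol; nearly all actives have a fitted effect of over 65% in size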
Eya2 inh = qHTS Assay for Inhibitors of the Phosphatase Activity of Eya2. recombinant Eya2, OMFP fluorescence dephosphorylation (OMFP is methylfluorescein phosphate). Potency, µM (highest dose often 76.9 µM), for the others: top-dose activity, negative = inhibition, most hits filed as inhibitors. actives 0.006% (n = 330,000); further: potency means the concentration at half of the fitted maximal effect; on the % scale 0 is the no-effect control and ±100 the full control effect
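Eya2 protein (added as 0.2 uM solution) was preincubated with compound for 10 min at ambient temperature in 50 mM HEPES pH 7.5, 50 mM NaCl, 5 uM MgCl2, 0.05% BSA, 1 mM DTT. OMFP (added at 50 uM) then reacted 10 min; fluorescence read at 485/525 nm.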
TRPV1 ag = HTS Assay for Compounds that Act as Agonists of the Vanilloid Receptor 1 | Transient receptor potential cation channel subfamily V member 1 (Homo sapiens), Q8NER1 | TRPV1-expressing cells, Fluo-8 calcium influx, agonist mode | activation, % at 8.33 µM | actives 0.19% (n = 320,000); in the data active means activation above about 80%; inconclusive means between about 30% and that limit; further: 0% is about no effect
Target sequence (Q8NER1 whole entry, looked up): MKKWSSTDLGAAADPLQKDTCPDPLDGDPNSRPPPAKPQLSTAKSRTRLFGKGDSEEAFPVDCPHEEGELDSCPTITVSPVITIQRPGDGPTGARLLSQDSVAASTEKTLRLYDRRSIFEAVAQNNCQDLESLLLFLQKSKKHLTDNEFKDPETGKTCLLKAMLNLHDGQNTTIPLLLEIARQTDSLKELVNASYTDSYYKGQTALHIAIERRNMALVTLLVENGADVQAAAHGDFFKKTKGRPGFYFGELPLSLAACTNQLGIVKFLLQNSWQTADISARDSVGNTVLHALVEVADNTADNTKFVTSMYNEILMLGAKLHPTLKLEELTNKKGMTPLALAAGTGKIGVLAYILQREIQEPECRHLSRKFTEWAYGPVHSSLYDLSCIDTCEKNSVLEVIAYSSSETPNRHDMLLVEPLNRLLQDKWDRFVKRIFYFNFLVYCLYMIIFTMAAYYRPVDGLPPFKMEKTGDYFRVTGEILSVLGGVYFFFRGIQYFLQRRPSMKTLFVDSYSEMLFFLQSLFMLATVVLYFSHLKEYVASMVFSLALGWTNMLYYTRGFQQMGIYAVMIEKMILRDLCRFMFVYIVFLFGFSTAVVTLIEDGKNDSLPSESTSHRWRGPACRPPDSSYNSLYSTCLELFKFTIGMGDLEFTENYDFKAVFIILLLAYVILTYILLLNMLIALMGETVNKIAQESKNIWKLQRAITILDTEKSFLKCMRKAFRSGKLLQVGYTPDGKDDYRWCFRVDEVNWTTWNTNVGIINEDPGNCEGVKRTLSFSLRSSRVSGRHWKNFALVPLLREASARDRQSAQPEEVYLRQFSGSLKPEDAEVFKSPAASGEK
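Cells expressing TRPV1 were dye-loaded with Fluo-8 and read kinetically: 10 s baseline, 3 min after compound (agonist portion), then 2 min after EC20 capsaicin (allosteric enhancer portion). Calcium-bound dye fluorescence at 480/520 nm.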
PTAP TSG101 blk = qHTS Assay for Iinhibitors of HIV-1 Budding by Blocking the Interaction of PTAP/TSG101; Potency, µM (highest dose often 115 µM), inactives show top-dose activity change, negative = inhibition, hits mostly inhibitors; 340,000 tested, under 10 active; Tumor susceptibility gene 101 protein (Homo sapiens), Q99816; Fluorescence polarization, FITC-PTAP peptide / Tsg101 binding; active means well fitted inhibition curve with a large enough effect in the main read-out, with a control signal flat, not every such curve was filed as active; inconclusive means small, poorly fitted or top-dose-only effect, or effect the other way, or a change in a side signal; inactive means no such curve, though single readings can be large or run the other way; further: potency means the concentration at half of the fitted maximal effect; % of control where 0% means no effect
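Fluorescence anisotropy tracks displacement of a FITC-tagged PTAP peptide (50 nM) from the Tsg101 binding domain (10 uM), following a 20 min room-temperature incubation at pH 7.5.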
p53 reactivation = qHTS assay for re-activators of p53 using a Luc reporter. H1299 p53-A138V BP100-luciferase reporter, luminescence, 24 h. Potency, µM (highest dose often 92.2 µM), for the others: top-dose activity change, positive = activation, usual class: activators. actives 0.063% (n = 320,000). AID 504706, 2011; further: potency means the concentration at half of the fitted maximal effect; % of control where 0% means no effect; nearly all actives have a fitted effect of over 45% in size
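p53-null H1299 cells stably carrying temperature-sensitive p53-A138V and a BP100-luciferase reporter were pinned with compounds (4-point, 1:5 series) and held 24 hrs at 37 deg C. Luminescence was read 10 min after detection reagent.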
BRCA1 expr up = qHTS Assay to Identify Small Molecule Activators of BRCA1 Expression; MCF7-BRCA1-FFLuc reporter, luminescence, 48 h; response scale: scaled: vehicle 0%, 10 µM genistein 100%; Potency, µM (series often up to 46.1 µM), inactives show at the top dose activation, most hits filed as activators; actives 1.1% (n = 380,000); further: potency means the concentration at half of the fitted maximal effect; nearly all actives have a fitted effect of over 80% in size; some results filed as inactive show a strong effect at the top dose
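Using MCF7 cells harboring a BRCA1 firefly luciferase reporter, plated 2 h before compound pinning, the screen measured luminescence after 48 h incubation. Responses were normalized to DMSO and 10 microM genistein, then fitted for concentration-effect.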
S-ASM inh = Inhibitors of Secretory Acid Sphingomyelinase (S-ASM): qHTS; placental ASM, HMU-PC fluorogenic substrate, 60 min; Potency, µM (highest dose often 57.5 µM), without a hit: top-dose activity change, negative = inhibition, most hits filed as inhibitors; actives 0.006% (n = 340,000); further: potency means the concentration at half of the fitted maximal effect
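Fluorogenic HMU-PC substrate (9 uM final) is turned over by placental ASM in 60 min at 37 C after a 10 min compound preincubation. Reaction ended by alkaline stop (pH 10), with fluorescence read at 386/447 nm.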
USP2a block = qHTS Assay for Inhibitors of Ubiquitin-specific Protease USP2a Using CHOP2 as the Reporter | Potency, µM (series often up to 38.3 µM), for the others: at the top dose activity change, negative = inhibition, usual class: inhibitors | actives 0.01% (n = 330,000) | AID 463254, 2010 | Ubiquitin carboxyl-terminal hydrolase 2 (Homo sapiens), O75604 | USP2 core, Ub-CHOP2 coupled fluorogenic reporter, 485/531;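 further: potency means the concentration at half of the fitted maximal effect; plate controls were DMSO wells for no effect and full inhibition by NEM control for full effect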
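Deubiquitinase activity read as fluorescence (485/531 nm) after Ub-CHOP2 cleavage activates the enterokinase reporter on its substrate; USP2 core 10nM, Ub-CHOP2 and substrate 25nM each, 30min compound preincubation then 60min RT; data normalized to NEM, curves fitted.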
uPA generation = qHTS for Inhibitors of Cell Surface uPA Generation | cell surface uPA generation assay, qHTS | Potency, µM (doses to about 38.3 µM), for inactives: at the highest dose activity change, negative = inhibition, usual class: inhibitors | actives 0.31% (n = 330,000) | AID 540303, 2011; active means well fitted inhibition curve with a large enough effect; inconclusive means small, poorly fitted or top-dose-only effect; inactive means no such curve, though single readings can be large or run the other way; tested in mouse RAW 264.7 cells; further: potency means the concentration at half of the fitted maximal effect; on the % scale 0 is the no-effect control and ±100 the full control effect; nearly all actives have a fitted effect of over 55% in size
ELG1 genotox = qHTS screen for small molecules that induce genotoxicity in human embryonic kidney (HEK293T) cells expressing luciferase-tagged ELG1. actives 1.3% (n = 330,000). Potency, µM (titrated, usually from 46 µM), without a hit: at the highest dose activity change, positive = activation, hits mostly activators. HEK293T ELG1-luciferase reporter, luminescence, 16 h; further: potency means the concentration at half of the fitted maximal effect; % of control where 0% means no effect; nearly all actives have a fitted effect of over 60% in size
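Genotoxicity was scored as increased ELG1-luciferase reporter signal, measured by ONE-Glo luminescence (30 min, room temperature). Compound or vehicle exposure of the HEK293T reporter cells lasted 16 hr at 37°C.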
Integrin act MD = qHTS for Activators of Integrin-Mediated Alleviation for Muscular Dystrophy; Potency, µM (series often up to 38.3 µM), inactives show top-dose activation, hits mostly activators; alpha7betagal myoblasts, beta-gal FDG fluorescence, 48 h; actives 0.064% (n = 350,000);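 further: potency means the concentration at half of the fitted maximal effect; 100% = response of the positive control SU9516; nearly all actives have a fitted effect of over 60% in size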
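Alpha7betagal+/- myoblasts (passage 13) were plated 16-24 hr, then exposed to compounds (1:260 dilution of DMSO stock) for 48 hours at 37C. After MPER lysis, β-galactosidase reporter activity was read as FDG fluorescence (ex 480/em 540) after 30 minutes.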
* marks the source's active call; other numbers are inactive results; & = joins results of further samples; [ ] = another dose, or the depositor's remark. Unless noted, the call rests on the fitted dose curve; in most records, active means well fitted curve in the direction sought with a large enough effect; inconclusive means small, poorly fitted or top-dose-only effect, or another doubt; inactive means no such curve, though single readings can be large; an effect the other way counts as inactive or inconclusive.

For Cc1ccc(NC2c3ccccc3C(=O)N2CCN2CCOCC2)cc1 (stereo not drawn) the results were B2AR arrestin -0.4%, Eya2 inh 3%, TRPV1 ag 20, PTAP TSG101 blk -10%, p53 reactivation -2%, BRCA1 expr up 3%, S-ASM inh 3%, USP2a block -1%, uPA generation -16%, ELG1 genotox 3% and Integrin act MD -14%.
For CCCN(C(=O)c1ccco1)c1nnc(-c2ccncc2)s1 the results were B2AR arrestin 0.0%, Eya2 inh 0%, TRPV1 ag -1, PTAP TSG101 blk -3%, p53 reactivation 5%, BRCA1 expr up -7%, S-ASM inh 1%, USP2a block -1%, uPA generation 3%, ELG1 genotox 2% and Integrin act MD -8%.
CC(C)OC(=O)C1C(=O)CC(C)(O)C(C(=O)OC(C)C)C1c1ccc(F)cc1 (stereo not drawn) was read as B2AR arrestin 0.0%, Eya2 inh 6%, TRPV1 ag 6, PTAP TSG101 blk -3%, p53 reactivation inconclusive, BRCA1 expr up 0%, S-ASM inh -1%, USP2a block -1%, uPA generation -1%, ELG1 genotox 8% and Integrin act MD 18%.
`CCSc1nnc(CCNS(=O)(=O)c2ccc(C(C)=O)cc2)n1C` gave B2AR arrestin 0.0%, Eya2 inh 3%, TRPV1 ag 0, PTAP TSG101 blk 0%, p53 reactivation -1%, BRCA1 expr up -2%, S-ASM inh 10%, USP2a block 0%, uPA generation -4%, ELG1 genotox 8% and Integrin act MD -70%[inhibitor].
For CC(=O)N1CC2(C)CN(C(C)=O)CC(C)(C1)C2=O the results were B2AR arrestin -0.5%, Eya2 inh 11%, TRPV1 ag -4, PTAP TSG101 blk -6%, p53 reactivation 1%, BRCA1 expr up -3%, S-ASM inh 3%, USP2a block 0%, uPA generation 4%, ELG1 genotox 0% and Integrin act MD 0%.
Screening COc1ccccc1/C=N/N1C(=O)C(CC(=O)Nc2ccc([N+](=O)[O-])cc2OC)SC1=Nc1cccc(C)c1C (stereo not drawn) returned B2AR arrestin 0.5%, Eya2 inh -7%, TRPV1 ag -1, p53 reactivation -11%, USP2a block 1% and ELG1 genotox -7%.
COc1ccc(CN2CCN(Cc3ccccc3)C(CCO)C2)cc1OC (stereo not drawn) was read as B2AR arrestin -1.2%, Eya2 inh 6%, TRPV1 ag 0, PTAP TSG101 blk -2%, p53 reactivation 0%, BRCA1 expr up -3%, S-ASM inh 4%, USP2a block 2%, uPA generation -8%, ELG1 genotox -2% and Integrin act MD 11%.
Screening S=C(NCCCN1CCOCC1)NC1CCCC1 returned B2AR arrestin -0.1%, Eya2 inh 0%, TRPV1 ag 0, PTAP TSG101 blk 1%, p53 reactivation 5%, BRCA1 expr up 6%, S-ASM inh 0%, USP2a block 0%, uPA generation -7%, ELG1 genotox 0% and Integrin act MD -55%.
Screening CC1=C(C(N)=O)C(c2cccs2)NC(=O)N1 (stereo not drawn) returned B2AR arrestin 0.1%, Eya2 inh -9%, TRPV1 ag -4, PTAP TSG101 blk -2%, p53 reactivation 1%, BRCA1 expr up 3%, S-ASM inh 2%, USP2a block 6%, uPA generation -19%, ELG1 genotox 2% and Integrin act MD 2%.
For Brc1ccc2[nH]c3nc(SCCN4CCOCC4)nnc3c2c1 the results were B2AR arrestin 0.0%, Eya2 inh -10%, TRPV1 ag -6, PTAP TSG101 blk -10%&-1%, p53 reactivation -2%, BRCA1 expr up -16%&-1%, S-ASM inh -5%&-2%, USP2a block 2%, uPA generation 0%&-3%, ELG1 genotox 15% and Integrin act MD -9%&20%.
`Cc1ccc([N+](=O)[O-])cc1S(=O)(=O)Nc1ccc(C(=O)N(C)C)cc1` gave B2AR arrestin -0.3%, Eya2 inh -24%, TRPV1 ag -6, PTAP TSG101 blk -8%, p53 reactivation 7%, BRCA1 expr up 0%, S-ASM inh 5%, USP2a block -1%, uPA generation -1%, ELG1 genotox -4% and Integrin act MD 3%.
For COc1ccc(NC(C)c2ccccc2)cc1 (stereo not drawn) the results were B2AR arrestin 0.0%, Eya2 inh 15%, TRPV1 ag inconclusive, PTAP TSG101 blk 0%, p53 reactivation 7%, BRCA1 expr up 74%, S-ASM inh 0%, USP2a block 2%, uPA generation -1%, ELG1 genotox 23% and Integrin act MD 11%.
For CC(=O)c1c(C)[nH]c(C(=O)CN2C(=O)NC3(CCCCC3C)C2=O)c1C (stereo not drawn) the results were B2AR arrestin -0.1%, Eya2 inh 9%, TRPV1 ag -1, PTAP TSG101 blk -5%, p53 reactivation -3%, BRCA1 expr up -37%, S-ASM inh 3%, USP2a block 1%, uPA generation 0%, ELG1 genotox 7% and Integrin act MD 15%.
For O=C(C1Cc2ccccc2O1)N1CCCCC1 (stereo not drawn) the results were B2AR arrestin -1.1%, Eya2 inh 3%, TRPV1 ag 3, PTAP TSG101 blk -3%, p53 reactivation 5%, BRCA1 expr up 34%, S-ASM inh 3%, USP2a block -2%, ELG1 genotox 0% and Integrin act MD 18%[7.66 µM].
CCn1ncc(Br)c1C(=O)Nc1nccs1 was read as B2AR arrestin -0.1%, Eya2 inh 7%, TRPV1 ag 0, PTAP TSG101 blk -1%, p53 reactivation -4%, BRCA1 expr up 0%, S-ASM inh 4%, USP2a block 1%, uPA generation -9%, ELG1 genotox -1% and Integrin act MD 0%.

The closing 2 compounds of the section above lead into the next.
For O=C(C1Cc2ccccc2O1)N1CCCCC1 (stereo not drawn) the results were B2AR arrestin -1.1%, Eya2 inh 3%, TRPV1 ag 3, PTAP TSG101 blk -3%, p53 reactivation 5%, BRCA1 expr up 34%, S-ASM inh 3%, USP2a block -2%, ELG1 genotox 0% and Integrin act MD 18%[7.66 µM].
CCn1ncc(Br)c1C(=O)Nc1nccs1 was read as B2AR arrestin -0.1%, Eya2 inh 7%, TRPV1 ag 0, PTAP TSG101 blk -1%, p53 reactivation -4%, BRCA1 expr up 0%, S-ASM inh 4%, USP2a block 1%, uPA generation -9%, ELG1 genotox -1% and Integrin act MD 0%.
CCOC(=O)c1cc2sccc2n1CCCN1C(=O)c2ccccc2C1=O was read as B2AR arrestin 0.5%, Eya2 inh 4%, TRPV1 ag 5, PTAP TSG101 blk 1%, p53 reactivation -8%, BRCA1 expr up -3%, S-ASM inh -6%, USP2a block 1%, uPA generation -1%, ELG1 genotox -11% and Integrin act MD 16%.
O=C(N/N=C/c1ccc(Cl)cc1)c1cc2c(s1)-c1ccccc1CC2 was read as B2AR arrestin -0.1%, Eya2 inh 1%, TRPV1 ag -1, PTAP TSG101 blk -1%, p53 reactivation -9%, BRCA1 expr up -61%, S-ASM inh 425%[activator], USP2a block -4%, uPA generation 1%, ELG1 genotox 0% and Integrin act MD -30%.
`Cc1cc(N2CC34C=CC(O3)C(C(=O)O)C4C2=O)no1` (stereo not drawn) gave B2AR arrestin -0.2%, Eya2 inh 15%, TRPV1 ag -3, PTAP TSG101 blk 2%, p53 reactivation -3%, BRCA1 expr up -2%, S-ASM inh 0%, USP2a block 2%, uPA generation -2%, ELG1 genotox -1% and Integrin act MD 6%.
Screening CCCS(=O)(=O)c1nc(S(=O)(=O)c2ccc(C)cc2)c(NCCCN(C)C)s1 returned B2AR arrestin 0.1%, Eya2 inh -1%, TRPV1 ag 0, PTAP TSG101 blk -4%, p53 reactivation 6%, BRCA1 expr up -7%, S-ASM inh 3%, USP2a block -4%, uPA generation -2%, ELG1 genotox 0% and Integrin act MD -8%.
`O=C(COC(=O)c1ccco1)NCc1ccc(Cl)cc1Cl` gave B2AR arrestin 0.2%, Eya2 inh -7%, PTAP TSG101 blk -1%, p53 reactivation -2%, BRCA1 expr up 2%, S-ASM inh 3%, USP2a block 7%, uPA generation 3%, ELG1 genotox 0% and Integrin act MD 5%.
